3CLpro inhibitor: SARS-CoV 3CLpro protease inhibitors, primary screen, biochemical, quenched FRET; Replicase polyprotein 1ab (Severe acute respiratory syndrome coronavirus), P0C6X7; recombinant SARS-CoV 3CLpro, quenched FRET peptide cleavage; inhibition, % at 6 µM; 0.14% of 290,000 active; in the data active = inhibition above about 12%
TcdB GH inh: TcdB glycohydrolase inhibitors, primary screen, biochemical, single point, plate reader | Toxin B (Clostridioides difficile), P18177 | inhibition, % at 9.99 µM | TcdB glycohydrolase enzymatic assay | AID 652162, 2013 | 0.24% of 350,000 active; in the data active = inhibition above about 10%
CCHFV vOTU inh: CCHFV vOTU protease inhibitors, primary screen, biochemical, Pep-AMC substrate, fluorescence. Crimean-Congo hemorrhagic fever virus L polyprotein viral ovarian tumor (vOTU) protease …. inhibition, % at 11.5 µM. 0.55% of 370,000 active. AID 651958, 2012; in the data active = inhibition above about 30%; also: 0% = vehicle wells with enzyme and 100% = no enzyme wells
PrPC TRFRET: inhibitors of human cell surface prion protein PrPC, primary screen, cell-based, TR-FRET | 0.43% of 370,000 active | inhibition, % at 13.8 µM | TR-FRET read-out | AID 720596, 2013; in the data active = inhibition above about 24%; also: 0% = median of the test wells and 100% = reference compound wells
Vc quorum ag: inducers of Vibrio cholerae quorum light production without autoinducers, primary screen, BH1578 luxS cqsA deficient, single point | V. cholerae BH1578 lux reporter, luminescence, 6 h | activation, % at 18.7 µM | 0.16% of 350,000 active; in the data active = activation mostly above about 9.7%, no sharp cut-off; also: not every result past the cut was called active; inactives centre near 0; reference of the scale not given here
Rv3671c inh: Rv3671c serine protease inhibitors, primary screen, biochemical, fluorescence polarization, M. tuberculosis H37Rv | P9WHR9 | inhibition, % at 5.96 µM | 0.048% of 320,000 active | AID 2606, 2010; in the data active = inhibition above about 38%;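 also: extracellular domain of Rv3671c used as enzyme; 0% = enzyme with DMSO and 100% = no enzyme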
Target sequence (P9WHR9 whole entry, looked up, the tested form may be a part): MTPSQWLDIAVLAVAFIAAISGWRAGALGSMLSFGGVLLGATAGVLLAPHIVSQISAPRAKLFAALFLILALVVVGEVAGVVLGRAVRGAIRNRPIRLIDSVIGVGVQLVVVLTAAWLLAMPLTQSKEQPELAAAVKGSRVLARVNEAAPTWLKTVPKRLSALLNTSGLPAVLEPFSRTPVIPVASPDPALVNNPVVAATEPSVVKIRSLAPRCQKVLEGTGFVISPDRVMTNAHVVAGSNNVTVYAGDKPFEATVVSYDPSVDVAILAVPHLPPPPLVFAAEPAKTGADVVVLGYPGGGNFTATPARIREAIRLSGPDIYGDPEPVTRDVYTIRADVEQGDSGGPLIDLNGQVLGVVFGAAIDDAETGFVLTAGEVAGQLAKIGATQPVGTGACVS
PriA SSB inh: inhibitors of Klebsiella pneumoniae PriA binding to SSB C-terminal tail, primary screen, biochemical, AlphaScreen. AlphaScreen SSBct-PriA binding, biotinylated peptide. AID 1272365, 2023. inhibition, % at 33 µM. PriA–SSB C-terminal tail interaction (Klebsiella pneumoniae). 0.6% of 430,000 active; in the data active = inhibition mostly above about 37%, no sharp cut-off; inactive = mostly below about 20%;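 also: plate controls were negative control peptide for no effect and reference peptide for full effect; strong numbers were not always called active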
VHR inh abs: VHR1 phosphatase inhibitors, primary screen, biochemical, absorbance, uHTS; recombinant VHR phosphatase, pNPP absorbance; inhibition, % at 13.3 µM; 0.52% of 290,000 active; AID 1654, 2009; in the data active = inhibition above about 50%; also: some compounds called inactive have numbers as strong as hits
Target sequence (P51452 whole entry, looked up): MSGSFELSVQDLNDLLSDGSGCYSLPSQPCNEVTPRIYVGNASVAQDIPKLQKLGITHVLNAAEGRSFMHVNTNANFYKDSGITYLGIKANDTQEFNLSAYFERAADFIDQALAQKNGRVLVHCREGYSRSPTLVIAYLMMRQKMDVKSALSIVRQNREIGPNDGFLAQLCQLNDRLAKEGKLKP
Yp Topo-I inh: Yersinia pestis topoisomerase I inhibitors, primary screen, biochemical, cleavage product accumulation, plate reader, single point; activity, % at 10 µM; DNA topoisomerase I (Yersinia pestis CO92); 0.064% of 360,000 active; Y. pestis Topo-I cleavage product accumulation; in the data active = activity above about 50%, passing the limit was not always enough; also: inactives centre near 2
MazEF act: activators of E. coli MazEF toxin-antitoxin RNase, primary screen, biochemical, fluorescence, uHTS. AID 504720, 2011. 0.32% of 350,000 active. FAM/BHQ RNA-DNA oligo cleavage fluorescence, 5 h. Endoribonuclease toxin MazF (Escherichia coli (strain K12)), P0AE70. activation, % at 20 µM; in the data active = activation above about 50%
Target sequence (P0AE70 whole entry, looked up): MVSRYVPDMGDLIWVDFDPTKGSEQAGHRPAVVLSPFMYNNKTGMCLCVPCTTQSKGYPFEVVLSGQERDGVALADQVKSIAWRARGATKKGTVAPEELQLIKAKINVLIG
* = called active by the depositor. This is a subset; rates above refer to the full screens.

Cc1noc(C)c1S(=O)(=O)NCc1ccc2c(c1)OCO2 was read as TcdB GH inh -3.1, CCHFV vOTU inh 16, PrPC TRFRET 8, Vc quorum ag -0.6, Rv3671c inh 8, PriA SSB inh 1, VHR inh abs -8, Yp Topo-I inh 8 and MazEF act 4.
For COc1cc(C(=O)NCc2nnc(SCC(=O)Nc3c(C)cc(C)cc3C)o2)cc(OC)c1OC the results were 3CLpro inhibitor -2, TcdB GH inh 0.3, CCHFV vOTU inh -3, PrPC TRFRET 2, Vc quorum ag -0.5, Rv3671c inh 0, PriA SSB inh 14, VHR inh abs 6, Yp Topo-I inh 8 and MazEF act 6.
CCn1cc(C(=O)NCCC(C)C)c(=O)c2cc(S(=O)(=O)N3CCCCC3)ccc21 was read as 3CLpro inhibitor 0, Vc quorum ag -0.2, Rv3671c inh -2, PriA SSB inh -7, VHR inh abs -4, Yp Topo-I inh 7 and MazEF act 0.
For O=C1CNC(=S)N1CCOc1ccccc1 the results were 3CLpro inhibitor 6, TcdB GH inh 0.6, CCHFV vOTU inh 5, PrPC TRFRET 2, Vc quorum ag inactive, Rv3671c inh 1, PriA SSB inh -4, VHR inh abs 22, Yp Topo-I inh 4 and MazEF act 3.
CCc1nc(SCC(=O)Nc2nnc(CC)s2)c2c(=O)n(C)c(=O)n(C)c2n1 was read as 3CLpro inhibitor 0, TcdB GH inh 0.9, CCHFV vOTU inh -10, PrPC TRFRET 4, Rv3671c inh -2, PriA SSB inh -3, VHR inh abs 9, Yp Topo-I inh -4 and MazEF act -1.
`C/C=C1\NC(=O)[C@H](CC(N)=O)N(C)C(=O)C([C@@H](C)O)NC(=O)C(CCCc2ccc(OC)cc2)NC(=O)[C@H](C(C)C)NC(=O)/C(=C\C)NC(=O)[C@H](O)[C@@H](C[C@@H](O)CCCCCCC)NC(=O)[C@H](C)NC(=O)CN(C)C(=O)[C@H](CCC(N)=O)NC1=O` (stereo partly specified) gave TcdB GH inh 1.4, CCHFV vOTU inh 4, PrPC TRFRET -7, Vc quorum ag inactive, PriA SSB inh -9, Yp Topo-I inh 31 and MazEF act -2.
Screening C=CCN1CCS(=O)(=O)N(Cc2ccccc2)[C@@H](C(C)C)C1=O returned TcdB GH inh 0.9, CCHFV vOTU inh 12, PrPC TRFRET 3, Vc quorum ag -0.2, PriA SSB inh 3, Yp Topo-I inh 7 and MazEF act 5.
For CC(=O)Nc1cc(S(=O)(=O)C(F)(F)F)ccc1Cl the results were 3CLpro inhibitor -4, CCHFV vOTU inh 5, PrPC TRFRET -7, Vc quorum ag 0.0, Rv3671c inh -7, PriA SSB inh -12, VHR inh abs 4, Yp Topo-I inh -1 and MazEF act 8.
Screening O=C(CCS(=O)(=O)Cc1ccccc1)N1CCc2ccccc2C1 returned 3CLpro inhibitor 1, CCHFV vOTU inh -7, PrPC TRFRET -3, Vc quorum ag -0.5, Rv3671c inh 5, PriA SSB inh -5, VHR inh abs -33, Yp Topo-I inh 2 and MazEF act -5.
For CCN(CC(=O)Nc1ccccc1C(F)(F)F)C(=O)c1cccc(S(=O)(=O)N2CCN(C)CC2)c1 the results were TcdB GH inh 0.8, CCHFV vOTU inh -4, PrPC TRFRET 1, Vc quorum ag -5.0, Rv3671c inh 0, PriA SSB inh -13, Yp Topo-I inh -7 and MazEF act 1.
CN(C)C(=O)c1cccc(-c2csc(N3CCC(C(N)=O)CC3)n2)c1 was read as TcdB GH inh 1.2, CCHFV vOTU inh 0, PrPC TRFRET -23, Rv3671c inh 5, PriA SSB inh -11 and MazEF act 2.
C[C@@H](C(=O)Nc1ccc2ccccc2c1)[C@H]1C[C@]1(C)[C@H](NC(=O)OCc1ccccc1)c1ccccc1 was read as 3CLpro inhibitor 5, TcdB GH inh 0.6, CCHFV vOTU inh 5, PrPC TRFRET -1, Vc quorum ag -0.4, Rv3671c inh -49, PriA SSB inh -1, VHR inh abs -3, Yp Topo-I inh 1 and MazEF act -8.
O=C(COC(=O)c1cncc(Br)c1)NCc1ccc(Cl)cc1 was read as 3CLpro inhibitor -1, TcdB GH inh 0.6, CCHFV vOTU inh -6, PrPC TRFRET 7, Vc quorum ag -4.8, Rv3671c inh -5, PriA SSB inh 8, VHR inh abs 12, Yp Topo-I inh -2 and MazEF act 4.
`COc1ccc(S(=O)(=O)Nc2cccc(-c3ccc(N4CCCCCC4)nn3)c2)cc1OC` gave 3CLpro inhibitor 4, TcdB GH inh 0.5, CCHFV vOTU inh 9, PrPC TRFRET -3, Vc quorum ag inactive, Rv3671c inh -37, PriA SSB inh -7, VHR inh abs -36, Yp Topo-I inh 21 and MazEF act 2.
CCOC(=O)N1CCC(NC(=O)c2ccc3c(c2)N(Cc2ccccc2)CCS3)CC1 was read as 3CLpro inhibitor 1, TcdB GH inh 1.7, CCHFV vOTU inh -12, PrPC TRFRET -5, Vc quorum ag inactive, Rv3671c inh -3, PriA SSB inh -12, VHR inh abs -4, Yp Topo-I inh 19 and MazEF act 5.
Cc1ncc([N+](=O)[O-])n1Cc1cccc(F)c1 was read as 3CLpro inhibitor 0, TcdB GH inh -0.6, CCHFV vOTU inh -13, PrPC TRFRET -1, Vc quorum ag inactive, Rv3671c inh -6, PriA SSB inh -14, VHR inh abs 8, Yp Topo-I inh -2 and MazEF act 5.
COc1ccc(CC(=O)Nc2nc(-c3cc(OC)ccc3OC)cs2)cc1 was read as 3CLpro inhibitor 4, TcdB GH inh -1.1, CCHFV vOTU inh 18, PrPC TRFRET 5, Vc quorum ag inactive, Rv3671c inh -12, PriA SSB inh -5, VHR inh abs 2, Yp Topo-I inh -4 and MazEF act 4.
O=C(Nc1cc(Br)ccc1O)c1cnn2c(C(F)F)cc(C3CC3)nc12 was read as 3CLpro inhibitor 0, TcdB GH inh -0.2, CCHFV vOTU inh -8, PrPC TRFRET -4, Vc quorum ag inactive, Rv3671c inh -22, PriA SSB inh -3, VHR inh abs 14, Yp Topo-I inh -4 and MazEF act 4.
COc1ccc(/C=C2\N=C(c3c(-c4ccccc4)noc3C)OC2=O)cc1OC was read as 3CLpro inhibitor -2, CCHFV vOTU inh -8, PrPC TRFRET -4, Vc quorum ag 5.3, Rv3671c inh 2, PriA SSB inh 1, VHR inh abs 23, Yp Topo-I inh -3 and MazEF act -5.
Screening Cc1ccc(N/C=C(/C#N)c2ccsc2)cc1 returned 3CLpro inhibitor -1, CCHFV vOTU inh 0, PrPC TRFRET -1, Rv3671c inh 3, PriA SSB inh 4, VHR inh abs 0, Yp Topo-I inh -1 and MazEF act -2.

Brought forward from above: three entries, then new ones.
O=C(Nc1cc(Br)ccc1O)c1cnn2c(C(F)F)cc(C3CC3)nc12 was read as 3CLpro inhibitor 0, TcdB GH inh -0.2, CCHFV vOTU inh -8, PrPC TRFRET -4, Vc quorum ag inactive, Rv3671c inh -22, PriA SSB inh -3, VHR inh abs 14, Yp Topo-I inh -4 and MazEF act 4.
COc1ccc(/C=C2\N=C(c3c(-c4ccccc4)noc3C)OC2=O)cc1OC was read as 3CLpro inhibitor -2, CCHFV vOTU inh -8, PrPC TRFRET -4, Vc quorum ag 5.3, Rv3671c inh 2, PriA SSB inh 1, VHR inh abs 23, Yp Topo-I inh -3 and MazEF act -5.
Screening Cc1ccc(N/C=C(/C#N)c2ccsc2)cc1 returned 3CLpro inhibitor -1, CCHFV vOTU inh 0, PrPC TRFRET -1, Rv3671c inh 3, PriA SSB inh 4, VHR inh abs 0, Yp Topo-I inh -1 and MazEF act -2.
For COc1cccc(CNC(=O)c2cccc(NC(=O)CC3SC(N4CCCCC4)=NC3=O)c2)c1 (stereo unspecified) the results were TcdB GH inh -14, CCHFV vOTU inh -3, PrPC TRFRET 1, Vc quorum ag 1.1, Rv3671c inh -6, PriA SSB inh -11, Yp Topo-I inh 15 and MazEF act -16.
Screening COCc1c(C(=O)N/N=C\c2cccnc2)nnn1-c1nonc1N returned 3CLpro inhibitor -6, TcdB GH inh 0.3, CCHFV vOTU inh 4, PrPC TRFRET -4, Vc quorum ag -0.5, Rv3671c inh 0, VHR inh abs 10, Yp Topo-I inh -4 and MazEF act 2.
CCN(C(=O)c1ccc2c(c1)OCO2)C1CCS(=O)(=O)C1 (stereo unspecified) was read as TcdB GH inh 1.5, CCHFV vOTU inh 7, PrPC TRFRET 2, Vc quorum ag -0.3, Rv3671c inh 2, PriA SSB inh -22, Yp Topo-I inh -6 and MazEF act 2.
Screening COC(=O)c1c(C(=O)NCc2ccccc2)ncn1CC(O)COc1ccccc1 (stereo unspecified) returned 3CLpro inhibitor -1, CCHFV vOTU inh 2, PrPC TRFRET -4, Vc quorum ag -0.6, Rv3671c inh -1, PriA SSB inh -12, VHR inh abs 21, Yp Topo-I inh 12 and MazEF act -1.
Screening CN(C(=S)NC(=O)C1(C)CC1(Cl)Cl)c1ccccc1 (stereo unspecified) returned 3CLpro inhibitor 6, CCHFV vOTU inh -1, PrPC TRFRET -3, Vc quorum ag inactive, Rv3671c inh 1, PriA SSB inh 1, VHR inh abs -12, Yp Topo-I inh -6 and MazEF act 14.
`CC(=O)c1ccc(Nc2ncnc3c2oc2ccccc23)cc1` gave 3CLpro inhibitor -8, CCHFV vOTU inh 3, PrPC TRFRET 1, Vc quorum ag inactive, Rv3671c inh -3, PriA SSB inh -9, VHR inh abs 13, Yp Topo-I inh 0 and MazEF act -15.
For CN1CCN(Cc2c(O)ccc3c(-c4ccccc4)cc(=O)oc23)CC1 the results were 3CLpro inhibitor 0, CCHFV vOTU inh -12, PrPC TRFRET -9, Vc quorum ag -0.7, Rv3671c inh -2, PriA SSB inh -13, VHR inh abs 19, Yp Topo-I inh 6 and MazEF act -1.
Screening CC(C(=O)N=Nc1c(O)n(C)c2ccc(Br)cc12)n1cnc2ccccc2c1=O (stereo unspecified) returned 3CLpro inhibitor 0, TcdB GH inh 0.5, CCHFV vOTU inh -4, PrPC TRFRET 9, Rv3671c inh 1 and VHR inh abs 6.
`CCOc1ccc2[nH]c(=O)c(C(c3nnnn3C3CCCCC3)N3CCN(C)CC3)cc2c1` (stereo unspecified) gave 3CLpro inhibitor 1, CCHFV vOTU inh -35, PrPC TRFRET -11, Vc quorum ag -0.3, Rv3671c inh -19, PriA SSB inh -4, VHR inh abs 10, Yp Topo-I inh -5 and MazEF act 7.
Screening Cc1ccc(S(=O)(=O)N2C[C@@H]3[C@H]4CC[C@H](C4)[C@@H]3[C@@H](C)[C@@H]2c2cn(Cc3ccccc3)c3ccc(F)cc23)cc1 returned TcdB GH inh -0.6, CCHFV vOTU inh 9, PrPC TRFRET -6, Vc quorum ag 1.5, PriA SSB inh 0, Yp Topo-I inh 0 and MazEF act -17.
Screening COc1cc(/C=C(/NC(=O)c2ccccc2Cl)C(=O)O)cc(OC)c1OC returned 3CLpro inhibitor -4, CCHFV vOTU inh 7, PrPC TRFRET -1, Vc quorum ag inactive, Rv3671c inh -1, PriA SSB inh -25, VHR inh abs 28, Yp Topo-I inh -4 and MazEF act -3.
C=CCn1c(SCC(=O)Nc2cc(OC)c(NC(=O)c3ccco3)cc2OC)nnc1-c1ccncc1 was read as 3CLpro inhibitor 1, CCHFV vOTU inh 24, PrPC TRFRET -5, Vc quorum ag -0.4, Rv3671c inh -4, PriA SSB inh 12, VHR inh abs 13, Yp Topo-I inh 13 and MazEF act -4.
COc1ccc(N2CCN(CCNS(=O)(=O)c3cccc4nsnc34)CC2)cc1 was read as 3CLpro inhibitor 2, CCHFV vOTU inh 6, PrPC TRFRET -35, Vc quorum ag -0.3, PriA SSB inh 10, VHR inh abs -13, Yp Topo-I inh 5 and MazEF act 1.

Screens (PubChem)
